Screening data as filed in PubChem BioAssay.
TMEM16A act – mouse TMEM16A channel activation, primary screen. HEK293 TMEM16A/YFP-H148Q/I152L, iodide quench fluorescence; hits give low values. B-score at 10 µM. 340,000 compounds, 0.3% hits;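 active = fluorescence-ratio B-score plate-corrected deviation score at least 3 library SD below zero, with starting fluorescence score within 5 deviations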;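 note: channel opened by trigger with iodide after compound preincubation; score built on the fluorescence ratio of max minus min over baseline; more negative score means more quench and so TMEM16A activation or potentiation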
Target sequence (Q8BHY3 whole entry, looked up): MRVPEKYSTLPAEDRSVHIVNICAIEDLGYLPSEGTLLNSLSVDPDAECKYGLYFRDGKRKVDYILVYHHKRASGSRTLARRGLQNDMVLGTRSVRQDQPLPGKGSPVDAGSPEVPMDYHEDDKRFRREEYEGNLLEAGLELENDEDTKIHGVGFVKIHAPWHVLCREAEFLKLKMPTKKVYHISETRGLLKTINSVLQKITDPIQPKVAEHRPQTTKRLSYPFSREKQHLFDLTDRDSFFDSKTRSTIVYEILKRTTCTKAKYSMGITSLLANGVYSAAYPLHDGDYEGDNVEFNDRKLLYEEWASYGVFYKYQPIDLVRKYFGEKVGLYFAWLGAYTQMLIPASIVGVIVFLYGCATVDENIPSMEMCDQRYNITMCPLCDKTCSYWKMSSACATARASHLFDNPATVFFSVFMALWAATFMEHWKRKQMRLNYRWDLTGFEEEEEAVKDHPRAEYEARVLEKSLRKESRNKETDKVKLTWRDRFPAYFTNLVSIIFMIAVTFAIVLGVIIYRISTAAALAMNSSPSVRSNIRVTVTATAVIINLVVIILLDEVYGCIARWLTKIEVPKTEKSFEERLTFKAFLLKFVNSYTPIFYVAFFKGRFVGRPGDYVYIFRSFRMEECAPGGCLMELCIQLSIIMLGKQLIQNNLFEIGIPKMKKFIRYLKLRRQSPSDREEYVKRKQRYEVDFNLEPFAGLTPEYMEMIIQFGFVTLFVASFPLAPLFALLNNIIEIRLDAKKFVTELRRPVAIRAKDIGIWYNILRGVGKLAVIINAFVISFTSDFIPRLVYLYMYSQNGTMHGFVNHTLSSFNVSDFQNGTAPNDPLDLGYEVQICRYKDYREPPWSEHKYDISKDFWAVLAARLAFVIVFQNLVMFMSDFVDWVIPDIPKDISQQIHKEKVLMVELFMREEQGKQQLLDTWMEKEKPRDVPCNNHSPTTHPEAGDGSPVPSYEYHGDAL
KCNK3 block – human KCNK3 channel inhibition, primary screen; 340,000 compounds, 0.84% hits; CHO-KCNK3 thallium flux, FluxOR fluorescence; hits give low values; B-score at 10 µM; AID 602410;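 active = B-score under library mean minus 4 SD, starting fluorescence ratio at most library mean plus 5 SD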;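 note: more negative B-score means stronger inhibition of thallium flux through KCNK3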
* hit, by the source's call; i = inactive. This is a subset; count on the stated rates, not on these rows.

cpd	canonical_smiles	TMEM16A act	KCNK3 block
1	CSCCC(NS(=O)(=O)c1ccc(Cl)cc1)C(=O)N1CCN(c2ccccc2)CC1 (stereo not drawn)	i	i
2	COc1ccc(CCNC(=O)c2ccc(NC(=O)CC3SC(N4CCCCC4)=NC3=O)cc2)cc1OC (stereo not drawn)	i	i
3	Clc1ccc2nc(CSc3nnc(-c4c[nH]c5ccccc45)o3)cn2c1	i	i
4	N=C1C=CC(=C(c2ccc(N)cc2)c2ccc(N)cc2)C=C1	i	i
5	O=C(C=Cc1cccs1)c1ccccc1	i	i
6	CC(=O)SC1CC(=O)C=C2CCC3C4CCC(=O)OC4(C)CCC3C21C (stereo not drawn)	i	i
7	COc1ccc(C=CC(=O)C=CC=Cc2ccccc2)cc1	i	i
8	CC(OC(=O)CSc1ccccc1)C(=O)NC1CCCCC1C (stereo not drawn)	i	i
9	COc1ccc(C(=O)NNC(=O)c2cccc3ccccc23)cc1	i	i
10	CCOc1cc(N2CCOCC2)c(OCC)cc1NC(=O)CN1C(=O)NC(C)(c2ccc(OC)cc2)C1=O (stereo not drawn)	i	i
11	CN(c1ccccc1)S(=O)(=O)c1ccc(C(=O)NCc2ccco2)cc1	i	i
12	O=[N+]([O-])c1ccccc1N=Nc1c(O)[nH]c2ccc(F)cc12	i	i

Following part.
cpd	canonical_smiles	TMEM16A act	KCNK3 block
13	COc1ccc(/C=C(\NC(=O)c2ccccc2)C(=O)N2CCC(C)CC2)cc1	i	i
14	Nc1nccc(SCc2ccc(Cl)cc2Cl)n1	i	i
15	Cc1noc(C)c1C(=O)Nc1nc2ccccc2s1	i	i
16	O=[N+]([O-])c1ccc2cc[nH]c2c1	i	i
17	N=c1c2ccccc2nnn1-c1ccccc1[N+](=O)[O-]	i	i
18	CC(=O)Nc1ccc(C(=O)Nc2cc(S(=O)(=O)N3CCOCC3)ccc2N2CCOCC2)cc1	i	i
19	CCC(=NN=C(CC)c1ccccc1O)c1ccccc1O	i	-9.9*
20	O=C(O)c1cccc2c1Oc1ccccc1S2(=O)=O	i	i
21	C#CCOCCOCCOCCNc1nc(N2CCN(C(=O)[C@H]([C@@H](C)CC)n3cc(CCC(=O)O)nn3)CC2)nc(N2CCN(C(=O)[C@H](Cc3ccc(O)cc3)n3cc(CCO)nn3)CC2)n1	i	i
22	CN(C)CC1CC/C(=C\c2ccc(O)cc2)C1=O (stereo not drawn)	i	i
23	Cc1ccc(S(=O)(=O)N2CCN(C(=O)CN(Cc3ccco3)Cc3cccs3)CC2)cc1	i	i
24	COc1ccc(NC(=O)COc2ccc(-c3ccccc3)cc2)cc1	i	i

Going on with the list.
cpd	canonical_smiles	TMEM16A act	KCNK3 block
25	O=C(COC(=O)c1ccc(Cl)nc1)Nc1ccc2ccccc2c1	i	i
26	O=C(NCCNCC(O)COc1ccc(O)cc1)N1CCOCC1 (stereo not drawn)	i	i
27	COCC(=O)Nc1ccc(N2CCCC2)c(S(=O)(=O)Nc2ccccc2OC)c1	i	i
28	CC1CCC2(CC1)NC(=O)N(CC(=O)NCCc1ccc(F)cc1)C2=O (stereo not drawn)	i	i
29	CCC(C)Cn1cnc2c(Sc3c([N+](=O)[O-])ncn3C)nc(N)nc21 (stereo not drawn)	i	i
30	CC(Sc1ncnc2sccc12)C(=O)Nc1ccc(S(=O)(=O)N2CCOCC2)cc1 (stereo not drawn)	i	i
31	C#CCOCCOCCOCCNc1nc(N2CCN(C(=O)Cn3cc(CCCCN)nn3)CC2)nc(N2CCN(C(=O)[C@H](C)n3cc(CCC(=O)O)nn3)CC2)n1	i	i
32	CC1CCCCC1NC(=O)COC(=O)c1c2c(nc3ccccc13)/C(=C\c1ccco1)CC2 (stereo not drawn)	i	-11*
33	CC(C)c1ccccc1NC(=O)C1CCCN(C(=O)c2ccc(Cl)cc2)C1 (stereo not drawn)	i	i
34	S=C(NCc1ccccc1)C(=S)NCc1ccccc1	i	i
35	CC(=O)c1ccc(S(=O)(=O)N(C)CC(=O)Nc2cccc(S(=O)(=O)N3CCCC3)c2)cc1	i	i
36	CCN(CC)c1ccc(/C=C(\C#N)C(N)=O)cc1	i	i

The listing continues.
cpd	canonical_smiles	TMEM16A act	KCNK3 block
37	O=S(=O)(NCCc1c[nH]c2ccccc12)c1ccc(F)cc1	i	i
38	Cc1cc(C)n2nc(SC(C)C(=O)N3CCOCC3)nc2n1 (stereo not drawn)	i	i
39	CC[C@]12C(=O)N(C)C[C@H]([C@@H]3C(=O)N(Cc4ccccc4)C(=O)[C@@H]31)N2C(=O)c1ccc(F)cc1	i	i
40	O=C(COC(=O)c1ccccc1NCCO)Nc1ccc(S(=O)(=O)NC2=NCCCCC2)cc1	i	i
41	COc1cc2oc(=O)cc(-c3ccc(-c4ccc(C#N)cc4)cc3)c2c(OC)c1OC	i	i
42	N#CC1(C#N)OC12CCS(=O)(=O)c1ccccc12 (stereo not drawn)	i	i
43	Nc1nc(SCC(=O)c2ccc(Cl)cc2)c2ncn(C3OC(CO)C(O)C3O)c2n1 (stereo not drawn)	i	i
44	CCCn1c(N)c(C(=O)COC(=O)COc2ccc(Cl)c(C)c2)c(=O)n(C)c1=O	i	i
45	CC(NC(=O)c1ccccc1)C(=O)OCC(=O)Nc1cccc(S(=O)(=O)N2CCCC2)c1 (stereo not drawn)	i	i
46	CC(=O)Nc1ccc(C=NNc2nnc(NN=Cc3ccc(NC(C)=O)cc3)c3ccccc23)cc1	i	i
47	COc1ccccc1C(CNC(=O)c1ccc(C)c(S(=O)(=O)N2CCCCC2)c1)N1CCCC1 (stereo not drawn)	i	i
48	O=C(COC(=O)c1ccc[nH]c1=O)Nc1cc(S(=O)(=O)N2CCCCCC2)ccc1Cl	i	i

Structural class, the entries above containing a cyano group (three)
cpd	canonical_smiles	TMEM16A act	KCNK3 block
36	CCN(CC)c1ccc(/C=C(\C#N)C(N)=O)cc1	i	i
41	COc1cc2oc(=O)cc(-c3ccc(-c4ccc(C#N)cc4)cc3)c2c(OC)c1OC	i	i
42	N#CC1(C#N)OC12CCS(=O)(=O)c1ccccc12 (stereo not drawn)	i	i

Remaining list, next part.
cpd	canonical_smiles	TMEM16A act	KCNK3 block
49	COc1cccc(NC(=O)CN(C)C(=O)c2cccc(NS(=O)(=O)c3ccc(Br)cc3)c2)c1	i	i
50	COc1ccc(C(=O)c2ccc(Cl)cc2)c(OC)c1OC	i	i
51	Nc1cccc2c(O)cc(S(=O)(=O)O)cc12	i	i
52	O=C1C(=O)c2ccccc2C(O)=C1CC=C(Cl)Cl	i	i
53	O=S(=O)(Oc1ccccc1-c1ccccc1)c1ccccc1	i	i
54	OC(c1ccccn1)C(O)c1ccccn1 (stereo not drawn)	i	i
55	O=C(CN1C(=O)NC2(CCCCC2)C1=O)N1CCN(S(=O)(=O)c2ccc(F)c(F)c2F)CC1	i	i
56	O=C(CCNC(=O)c1ccc([N+](=O)[O-])cc1)NC1CCCCC1	i	i
57	CC(OC(=O)CNC(=O)c1ccc(F)cc1)C(=O)Nc1ccc(S(=O)(=O)N2CCOCC2)cc1 (stereo not drawn)	i	i
58	CC(=O)N[C@H]1[C@H]([C@H](O)[C@H](O)CO)O[C@](O)(C(=O)O)C[C@@H]1O	i	i
59	CN(Cc1ccccc1)C(=O)c1ccc(NC(=O)Cc2ccc(NC(=O)C3CCN(C(=O)C4CCCCC4)CC3)cc2)cc1	i	i
60	OCCn1cnc2c(SCc3ccccc3)ncnc21	i	i

New compounds follow:
cpd	canonical_smiles	TMEM16A act	KCNK3 block
61	CC(C)CSc1ccc(S(=O)(=O)NCC(=O)O)cc1[N+](=O)[O-]	i	i
62	CCN(C(=O)CSc1nnc(-c2ccco2)n1Cc1ccccc1)C1CCS(=O)(=O)C1 (stereo not drawn)	i	i
63	CN1CCN(C(=O)c2ccc(NS(=O)(=O)c3cccc([N+](=O)[O-])c3)cc2)CC1	i	i
64	COc1ccc(C(=O)Nc2cccc(/C=C(/CCC(=O)O)c3nc4ccccc4s3)c2)cc1	i	i
65	Cc1ccc(C(=O)NC(Cc2ccc(C(C)(C)C)cc2)C(=O)O)cc1 (stereo not drawn)	i	i
66	COc1cc(-c2nnc(-c3cc(-c4ccccc4)nc4ccccc34)o2)cc(OC)c1OC	i	i
67	CC1=CC(=O)N(c2cccc3c(N4C(=O)C=C(C)C4=O)cccc23)C1=O	i	i
68	CC(Sc1nc2ccccc2c(=O)n1CC1CCCO1)C(=O)N(C)c1ccccc1 (stereo not drawn)	i	i
69	COc1ccc(S(=O)(=O)NCc2nc3nc(C)cc(C)n3n2)cc1	i	i
70	Cc1ccc(S(=O)(=O)N(C)c2ccc(OC(=O)CN3C(=O)NC(C)(c4ccccc4)C3=O)cc2)cc1C (stereo not drawn)	i	i
71	O=C(CN1C(=O)NC2(CCCc3ccccc32)C1=O)Nc1ccccc1OC(F)F (stereo not drawn)	i	i
72	O=C(NCCCN1CCCC1=O)c1cc(S(=O)(=O)N2CCOCC2)c(Cl)cc1Cl	i	i

Additional records follow:
cpd	canonical_smiles	TMEM16A act	KCNK3 block
73	Cn1c(=O)oc2ccccc2c1=O	i	i
74	CCCCCC(=O)Nc1cc(S(=O)(=O)O)cc2cc(S(=O)(=O)O)cc(O)c12	i	i
75	Cn1cccc1C(=O)NCc1ccccn1	i	i
76	COCCN(CC(=O)Nc1cccc(C)c1C)C(=O)C1CCN(S(=O)(=O)c2ccccc2)CC1	i	i
77	O=P1(O)Cc2ccccc2-c2ccccc21	i	i
78	O=C1NC(=O)N2CCSC2(Cc2ccccc2)N1 (stereo not drawn)	i	i
79	Nc1ccc(CSc2ccc(Cl)cc2)c(Cl)c1	i	i
80	Cc1cccc(-n2nc3c(c2NC(=O)c2ccc(S(=O)(=O)N4CCOCC4)cc2)CSC3)c1C	i	i
81	CSC1(SC2=NCCN2)SC2(NCCN2)S1	i	i
82	O=C(NNC(=O)c1n[nH]c2ccccc12)c1ccccc1	i	i
83	CN(C)S(=O)(=O)c1cccc(NC(=O)c2cccc(S(=O)(=O)N3CCc4ccccc43)c2)c1	i	i
84	S=c1ncc2[nH]c(=S)[nH]c2[nH]1	i	i

Next results follow:
cpd	canonical_smiles	TMEM16A act	KCNK3 block
85	CNc1nc(Cl)nc2ncn(C)c12	i	i
86	Cc1cccc(NC(=O)CN2CCN(C(=O)c3ccc(-c4nc5ccccc5s4)o3)CC2)c1C	i	i
87	COc1ccccc1C1CC(=O)Oc2c(C(C)C)ccc(C)c21 (stereo not drawn)	i	i
88	O=C(O)COc1ccc(Cl)cc1C1CCCCC1	i	i
89	O=C(Nc1c[nH]c(=O)[nH]c1=O)OCc1ccccc1	i	i
90	Cc1cc(C)c(C)c(S(=O)(=O)N2CCN(C(=O)c3ccccn3)CC2)c1C	i	i
91	CC(=O)c1cccc(S(=O)(=O)Nc2cc(C(F)(F)F)ccc2N2CCOCC2)c1	i	i
92	O=C(CCSCCC(=O)NN=Cc1ccc(F)cc1)NN=Cc1ccc(F)cc1	i	i
93	COc1ccc(CNC(=O)C(C)OC(=O)Cn2cnc3c2c(=O)n(C)c(=O)n3C)cc1 (stereo not drawn)	i	i
94	Nc1nc(SCc2ccccn2)c2ncn(C3CCCC3)c2n1	i	i
95	O=C(C=Cc1ccccc1)c1c[nH]c2ccccc2c1=O	i	i
96	Cc1ccc(C(c2ccc(C)c(C)c2)C(O)C2OC(=O)C(O)C2O)cc1C (stereo not drawn)	i	i

Carrying on.
cpd	canonical_smiles	TMEM16A act	KCNK3 block
97	COc1ccc(NC(=O)N(C)C[C@H]2Oc3ccc(NC(=O)Cc4ccccc4)cc3C(=O)N([C@H](C)CO)C[C@@H]2C)cc1	i	i
98	COc1cc(C(=O)NC2CCN(C)CC2)ccc1Nc1ncc2c(n1)N(C1CCCCC1)CCC(=O)N2C	i	i
99	CC(=O)c1ccc(S(=O)(=O)Nc2c(C)nn(C)c2C)cc1	i	i
100	Cc1ccc(C([O-])=C(C(=S)NCc2ccccc2)[n+]2cccc(CO)c2)cc1[N+](=O)[O-]	i	i
101	CCOc1cc(/C=N/NC(=O)c2ccc(-c3csc(Nc4ccc(C)cc4)n3)cc2)ccc1OCC(=O)O	i	i
102	COc1cc(/C=C/C(=O)OCC(=O)N2CCN(S(=O)(=O)c3ccc(C)cc3C)CC2)cc(Cl)c1OC	i	i
103	O=[N+]([O-])c1ccc(-c2cc(-c3ccncc3)nc3ccc4ccccc4c23)cc1	i	i
104	Cc1cc(C)cc(NC(=S)Nc2cccc3cnccc23)c1	i	i
105	CCSC1OC(C(COC(C)=O)OC(C)=O)C(OC(C)=O)C1NC(C)=S (stereo not drawn)	i	i
106	Cc1cc(=O)oc2c(C)cc(C(C)(C)C)cc12	i	i
107	COc1ccc(S(=O)(=O)N2CCOCC2)cc1C(=O)N(C)CCOc1ccc(Cl)cc1	i	i
108	CCCn1c(SCC(=O)Nc2ccc3c(c2)OCCO3)n[nH]c1=O	i	i

Following part
cpd	canonical_smiles	TMEM16A act	KCNK3 block
109	NC(=O)C1(Nc2ccccc2)CCCC1	i	i
110	COc1cc2c(cc1OC)CN(C(=O)c1ccc(OC)c(S(=O)(=O)N3CCCC3)c1)CC2	i	i
111	Cn1cc(C(=O)NCCc2ccccc2)c(=O)c2cc(S(=O)(=O)N3CCOCC3)ccc21	i	i
112	CN(c1ccccc1)S(=O)(=O)c1ccc(C(=O)NNC(=O)c2ccccc2F)cc1	i	i
113	c1ccc(OCCOCCOc2ccccc2)cc1	i	i
114	CC(C)CC(=O)Nc1ccc(C(=O)COC(=O)CN2C(=O)NC3(CCCCC3C)C2=O)cc1 (stereo not drawn)	i	i
115	Cc1c(C(=O)N2CCN(S(=O)(=O)c3ccccc3)CC2)oc2ccccc12	i	i

Complete entries, looked up by structure:
O=C(CCSCCC(=O)NN=Cc1ccc(F)cc1)NN=Cc1ccc(F)cc1 reads TMEM16A act: i; KCNK3 block: i
S=c1ncc2[nH]c(=S)[nH]c2[nH]1 reads TMEM16A act: i; KCNK3 block: i

By substructure: the entries above containing a tert-butyl group.
cpd	canonical_smiles	TMEM16A act	KCNK3 block
65	Cc1ccc(C(=O)NC(Cc2ccc(C(C)(C)C)cc2)C(=O)O)cc1 (stereo not drawn)	i	i
106	Cc1cc(=O)oc2c(C)cc(C(C)(C)C)cc12	i	i
